GSH fluor: compound fluoresces at 488/530 nm on GSH beads; GSH beads flow cytometry, compound fluorescence 488/530 nm; active compounds read high; hit rate 0.25% among 190,000; fluorescence (KMESF) at 10 µM; in the data active = fluorescence above about 89;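 also: glutathione beads carrying GST-tagged Bcl family fusion proteins plus one bare bead set; values are compound well signal with DMSO vehicle wells as background; inactives centre near 16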
RGS4-Gao reg: human RGS4-Galphao interaction regulation; P09471; binding response (% of control), % at 10 µM; Multiplexed bead flow cytometry, RGS4-Galphao binding; actives lie on both sides; AID 1415; hit rate 0.33% among 220,000; in the data active = binding response below about 49% or above about 150%; inactive = in between;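 also: fluorescent Galphao activated with aluminum fluoride binding bead-coupled RGS4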
RGS7-Gao reg: regulators of human RGS7-Galphao interaction; hit rate 0.35% among 220,000; AID 1439; P09471; Multiplexed bead flow cytometry, RGS7-Galphao binding; actives lie on both sides; binding response (% of control), % at 10 µM; in the data active = binding response below about 49% or above about 150%; inconclusive = no clear call, values can overlap the other calls; inactive = in between;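 also: fluorescent Galphao held in activated GDP-AlF4 state binding bead-coupled RGS7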
ABCG2 inh: human ABCG2 inhibition, ABCB1 as counter-screen; Q9UNQ0; IgMXP3 cells, JC-1 efflux, flow cytometry; inhibition, % at 6.6 µM; hit rate 0.1% among 190,000;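 active = inhibition above 80%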;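 also: 0% = DMSO and 100% = nicardipine control wells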
Target sequence (Q9UNQ0 whole entry, looked up): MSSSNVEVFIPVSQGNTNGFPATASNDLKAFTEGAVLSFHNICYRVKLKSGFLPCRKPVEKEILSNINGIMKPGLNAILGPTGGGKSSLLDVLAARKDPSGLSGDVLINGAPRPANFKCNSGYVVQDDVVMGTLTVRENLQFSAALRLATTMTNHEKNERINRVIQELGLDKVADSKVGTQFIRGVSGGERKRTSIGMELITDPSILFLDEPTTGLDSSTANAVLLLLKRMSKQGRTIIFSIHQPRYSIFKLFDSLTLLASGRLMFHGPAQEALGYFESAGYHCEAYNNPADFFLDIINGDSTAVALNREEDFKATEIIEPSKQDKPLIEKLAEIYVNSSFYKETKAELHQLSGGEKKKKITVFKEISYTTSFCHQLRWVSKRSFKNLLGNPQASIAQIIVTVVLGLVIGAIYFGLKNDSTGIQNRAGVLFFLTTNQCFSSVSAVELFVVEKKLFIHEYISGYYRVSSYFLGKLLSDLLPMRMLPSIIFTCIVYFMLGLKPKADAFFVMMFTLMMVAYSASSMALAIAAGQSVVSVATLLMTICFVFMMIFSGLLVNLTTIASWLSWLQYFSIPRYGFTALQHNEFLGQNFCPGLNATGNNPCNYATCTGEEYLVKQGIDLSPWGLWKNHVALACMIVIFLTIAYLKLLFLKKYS
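Read-out basis: Efflux inhibition in percent versus controls | Test system: ABCG2 IgMXP3 and barcoded ABCB1 CCRF-Adr cell mix | Quantity: 3 million cells/mL in well | Schedule: 10 min at 25 °C | Control set: Nicardipine as high control, DMSO as low control | Reagent: JC-1 as fluorescent efflux pump substrate | Signal: Flow cytometry of retained JC-1 fluorescence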
Mcl1-Noxa inh: Mcl-1/Noxa interaction inhibition; TR-FRET Mcl-1/Noxa peptide binding, 2 h; inhibition, % at 21.7 µM; hit rate 1.5% among 220,000; AID 1022;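 active = compounds that cut the protein-peptide binding signal by more than 50% relative to plate controls in a single-dose test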;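 also: His-tagged Mcl-1 with rhodamine Noxa BH3 peptide and terbium anti-His antibody; 0% = Mcl-1 plus Noxa peptide wells and 100% = peptide-only wells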
Target sequence (Q07820 whole entry, looked up): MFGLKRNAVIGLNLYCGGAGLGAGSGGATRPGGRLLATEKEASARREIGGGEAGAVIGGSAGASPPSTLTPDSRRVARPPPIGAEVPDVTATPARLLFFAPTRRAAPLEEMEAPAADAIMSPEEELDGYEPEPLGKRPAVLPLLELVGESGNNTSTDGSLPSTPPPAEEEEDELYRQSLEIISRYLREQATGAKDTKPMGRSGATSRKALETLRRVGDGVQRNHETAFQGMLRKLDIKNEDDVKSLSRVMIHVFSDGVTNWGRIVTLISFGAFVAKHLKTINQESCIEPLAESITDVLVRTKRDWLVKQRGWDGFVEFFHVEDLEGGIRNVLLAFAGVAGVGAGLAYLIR
RGS8-Gao reg: regulators of human RGS8-Galphao interaction | response (percent of control binding), % at 10 µM | P09471 | multiplexed bead flow cytometry, RGS8-Galphao binding; actives lie on both sides | hit rate 0.34% among 220,000 | AID 1423; in the data active = response below about 60% or above about 140%; inactive = in between;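 also: Galphao activated as the GDP aluminium fluoride complex binding bead-coupled RGS8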
Bim-Mcl-1: human Bim-Mcl-1 interaction inhibition; Q07820; Bead-based flow cytometry, Bim peptide-Mcl-1 binding; inhibition, % at 10 µM; hit rate 0.1% among 190,000; in the data active = inhibition above about 40%;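 also: 0% = no compound tracer wells and 100% = peptide blocker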
Pf gametocyte: P. falciparum stage V gametocyte viability inhibition; AID 743093; inhibition, % at 10.9 µM; hit rate 0.065% among 150,000; P. falciparum stage V gametocytes, ATP luminescence, 24 h;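 active = inhibition above the mean plus 3 SD of compounds within the control limits, set per campaign, cut at about 38% in these data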;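 also: 0% = DMSO wells and 100% = medium only without gametocytes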
Mcl1-Bid inh: Mcl-1/Bid interaction inhibition; TR-FRET Mcl-1/Bid-Dy647 peptide binding, 1536-well; inhibition, % at 21.7 µM; hit rate 0.97% among 220,000; AID 1021;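 active = compounds that cut the binding signal by more than half at the single screening dose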;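 also: His-tagged Mcl-1 with europium anti-His antibody binding Bid BH3 peptide; 0% = Mcl-1 plus peptide wells and 100% = peptide-only wells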
ABCB1 block: human ABCB1 inhibition, ABCG2 as counter-screen. inhibition, % at 6.6 µM. CCRF-Adr cells, JC-1 efflux, flow cytometry. AID 1326. P08183. hit rate 0.067% among 190,000; in the data active = inhibition above about 40%;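 also: 0% = vehicle and 100% = reference inhibitor; higher value means more JC-1 retained so stronger ABCB1 efflux block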
Avidin bead fluor: compound fluoresces at 488/530 nm on avidin beads. compound fluorescence 488/530 nm, flow cytometry; active compounds read high. fluorescence (KMESF) at 10 µM. hit rate 0.38% among 220,000; in the data active = fluorescence above about 47; also: inactives centre near 10
* hit, by the source's call; ? = inconclusive; . = no result given; [ ] = dose if it differs, or a comment.

SMILES | GSH fluor | RGS4-Gao reg | RGS7-Gao reg | ABCG2 inh | Mcl1-Noxa inh | RGS8-Gao reg | Bim-Mcl-1 | Pf gametocyte | Mcl1-Bid inh | ABCB1 block | Avidin bead fluor
CN(C)CCCC(C)(O)C(C)(C)c1ccccc1 (stereo unspecified) | 11 | 100 | 99 | 1 | 9 | 98 | 0 | . | 6 | 0.4 | 4
Fc1ccccc1Cc1noc(CN2CCN(c3ccc(Cl)cn3)CC2)n1 | 12 | 113 | 121 | 2 | -18 | 112 | 1 | 2 | -64 | 0.1 | 7
Cc1ccc(CNC(=O)CSCc2ccccc2)cc1 | 54 | 102 | 106 | 3 | 15 | 98 | -2 | -1 | -11 | 0.8 | 14
O=C(NC1CC1)C1=C[C@H](c2c[nH]c3ccccc23)C[C@H](OCc2ccc(CO)cc2)O1 | . | 107 | ? | . | -6 | 104 | . | . | -70 | . | 9
O=C(NCc1ccccc1)C1=C[C@H](c2ccc(C(F)(F)F)cc2)C[C@H](OCc2ccc(CO)cc2)O1 | 21 | 100 | 102 | 7 | -11 | 102 | -3 | 0 | -1 | 1.2 | 6
Cc1ccc(Nc2nc(C(=O)N3CCC(C(=O)N4CCN(C)CC4)CC3)cs2)cc1 | 35 | 101 | 101 | -2 | 4 | 101 | 0 | -5 | -8 | -2.4 | 6
Cc1cc(C)n2cc(CSc3ccccn3)nc2n1 | 25 | 91 | 90 | 7 | 9 | 97 | -1 | 10 | -15 | 1.2 | 25
Cc1nn(C)c(C(=O)Nc2ccc(S(=O)(=O)NC34CC5CC(CC(C5)C3)C4)cc2)c1Br | 16 | 103 | 104 | 40 | -7 | 115 | 0 | . | -1 | 3.5 | 5
Cn1c(=O)oc2cc(S(=O)(=O)N3CCCC(C(=O)N4CCn5c4nc4ccccc45)C3)ccc21 (stereo unspecified) | 19 | 103 | 100 | -2 | 26 | 101 | 0 | . | 2 | -1.9 | 9
O=C1NNC(c2ccccc2)=N/C1=C\c1ccccc1 | . | 108 | ? | . | -3 | 101 | . | 5 | -21 | . | 8
COc1ccc(NC(C)=O)cc1S(=O)(=O)Nc1ccc2c(c1)OCCO2 | 10 | 91 | 96 | 1 | -6 | 96 | 0 | -15 | -38 | -0.1 | 10
COc1ccc(N=C2SCC(=O)N2CCc2ccc(OC)c(OC)c2)cc1 | . | 101 | ? | . | 0 | 99 | . | 13 | -17 | . | 8
CSc1nc(NCCCO)c2c3c(sc2n1)CN(C)CC3 | . | 97 | ? | . | -5 | 98 | . | -12 | -23 | . | 6
COc1ccc(NC(=O)C2CCN(S(=O)(=O)c3ccc(Br)s3)CC2)cc1OC | 25 | 100 | 101 | 4 | 12 | 106 | -4 | 1 | -3 | -0.4 | 5
Cc1oc(C(C)(C)C)cc1C(=O)Nc1ccc(C(=O)O)cc1 | 11 | 100 | 103 | 1 | 13 | 103 | 0 | . | -22 | 0.1 | 39
O=c1[nH]c(=O)n(CCOc2ccc(Cl)cc2)cc1Br | 18 | 102 | 98 | 5 | 5 | 98 | -1 | 12 | -6 | 0.8 | 8
Cc1cc(=O)[nH]c(SCC(=O)c2ccc3c(c2)NC(=O)CO3)n1 | . | 100 | ? | . | 18 | 99 | . | 19 | 97* | . | 9
Cn1cnc2c(=O)[nH]cc([N+](=O)[O-])c21 | 8 | 112 | 118 | 2 | -1 | 106 | -2 | 6 | -8 | -0.1 | 62*
COc1ccc(OC)c(C(=O)CN2C(=O)NC(C)(c3ccccc3)C2=O)c1 (stereo unspecified) | 21 | 99 | 96 | 1 | 5 | 98 | -5 | -36 | -5 | 0.5 | 32
CCCCCCC1CC(CCc2nc(=S)[nH][nH]2)C(=O)O1 (stereo unspecified) | 12 | 104 | 118 | -2 | -35 | 88 | -12 | -10 | -59 | -0.1 | 3

2 of these compounds, reformatted.
Compound	GSH fluor	RGS4-Gao reg	RGS7-Gao reg	ABCG2 inh	Mcl1-Noxa inh	RGS8-Gao reg	Bim-Mcl-1	Pf gametocyte	Mcl1-Bid inh	ABCB1 block	Avidin bead fluor
COc1ccc(OC)c(C(=O)CN2C(=O)NC(C)(c3ccccc3)C2=O)c1 (stereo unspecified)	21	99	96	1	5	98	-5	-36	-5	0.5	32
Cc1oc(C(C)(C)C)cc1C(=O)Nc1ccc(C(=O)O)cc1	11	100	103	1	13	103	0	.	-22	0.1	39

(listing goes on)
SMILES | GSH fluor | RGS4-Gao reg | RGS7-Gao reg | ABCG2 inh | Mcl1-Noxa inh | RGS8-Gao reg | Bim-Mcl-1 | Pf gametocyte | Mcl1-Bid inh | ABCB1 block | Avidin bead fluor
CCCc1nc2oc3c(NCCOCCO)ncnc3c2c2c1COC(C)(C)C2 | 27 | 165*[activator] | 173*[activator] | -2 | 12 | 127 | 1 | -2 | 2 | -5.2 | 20
O=S(=O)(NC1CC1)c1cccc(S(=O)(=O)N2CCCC2)c1 | 27 | 104 | 101 | -1 | 10 | 102 | -3 | 12 | -14 | 0.1 | 11
Cn1cnnc1SCc1ccccc1Br | 31 | 102 | 103 | 0 | -5 | 97 | -4 | . | -23 | 0.2 | 8
COc1ccc(CC(NC(C)=O)C(=O)NC2CCN(C(=O)NCc3ccccc3)CC2)cc1OC (stereo unspecified) | 14 | 107 | 102 | 1 | -4 | 106 | 2 | -1 | -25 | 0.3 | 17
Cc1csc2nc(NC(=O)c3ccccc3)sc(=O)c12 | . | 96 | ? | . | 31 | 100 | . | -11 | -30 | . | 9
NC(=O)c1ccccc1NC(=O)/C=C/c1c(Cl)cccc1Cl | 13 | 106 | 102 | 2 | 17 | 101 | 0 | -16 | -5 | 0.3 | 6
O=C(COc1ccc(/C=N/NC(=O)c2cc3ccccc3o2)cc1Cl)Nc1ccccc1 | 116* | 373*[activator] | 218*[activator] | -3 | 23 | 225*[activator] | -3 | . | 84* | -0.8 | 49*
Cc1cc(C)nc(NN=C(c2ccccc2)c2ccccc2)n1 | 10 | 101 | 96 | 5 | 7 | 101 | -1 | -4 | -13 | 1.1 | 3
CC1CCN(C(=O)CSc2nc3ccccc3c(=O)[nH]2)CC1 | 11 | 96 | 95 | 1 | -3 | 101 | 1 | 24 | -26 | 0.1 | 11
Cc1cccc(N/C=C/C(=O)c2cccs2)c1C | 11 | 101 | 103 | 27 | 6 | 105 | -5 | . | -33 | 0.2 | 10
CCOC(=O)c1[nH]c2ccc(OC)cc2c1NC(=O)/C=C/c1ccc2c(c1)OCO2 | 20 | 97 | 95 | -5 | 7 | 97 | 4 | 5 | 0 | -0.5 | 16
COc1ccc(C(CC(=O)c2ccccc2)S(=O)(=O)c2ccc(C)cc2)cc1 (stereo unspecified) | 37 | 102 | 103 | 11 | . | 103 | 0 | 20 | -13 | 0.9 | 10
CCOc1ccccc1-c1nc(CN2CCCC2c2nccs2)c(C)o1 (stereo unspecified) | 10 | 97 | 97 | 3 | 18 | 100 | -1 | 6 | -37 | 0.7 | 10
COc1ccc(-n2nc([N+](=O)[O-])c(=NCCc3ccccc3)n2O)cc1 | 4 | 103 | 106 | 6 | 6 | 103 | -4 | -1 | -28 | 1.3 | 12
Cc1ccc(C(C(=O)NC(C)(C)C)N(C(=O)c2csnn2)c2cccc(F)c2)o1 (stereo unspecified) | 34 | 104 | 107 | 6 | 9 | 107 | 0 | . | -12 | -0.1 | 13
Cc1c(C(=O)OC(C)C)sc(N)c1C(=O)OC(C)C | 13 | 101 | 102 | 6 | -1 | 103 | -3 | 11 | -1 | 0.5 | 12
CCOC(=O)C1=C(O)/C(=C/c2ccc(OCC(=O)O)c(OCC)c2)SC1=Nc1ccc(C)cc1 | 9 | 104 | 100 | -1 | 30 | 101 | 1 | -2 | -22 | -1.2 | 21
Cc1ccc(-c2nn(-c3ccccc3)cc2/C=C2\SC(=S)N(CC(=O)O)C2=O)cc1 | . | 95 | ? | . | 88* | 99 | . | 5 | 36 | . | 8
O=C(O)c1cccc(Oc2ccccc2[N+](=O)[O-])c1 | 17 | 101 | 97 | 13 | 13 | 100 | -5 | -19 | -7 | 0.5 | 16
CCCCC(=O)Nc1ccc2oc(-c3ccncc3)nc2c1 | 13 | 97 | 100 | 1 | 13 | 101 | 0 | -15 | -17 | 0.1 | 32

Three structures from above, sorted by molar mass, rising.
SMILES | GSH fluor | RGS4-Gao reg | RGS7-Gao reg | ABCG2 inh | Mcl1-Noxa inh | RGS8-Gao reg | Bim-Mcl-1 | Pf gametocyte | Mcl1-Bid inh | ABCB1 block | Avidin bead fluor
Cc1c(C(=O)OC(C)C)sc(N)c1C(=O)OC(C)C | 13 | 101 | 102 | 6 | -1 | 103 | -3 | 11 | -1 | 0.5 | 12
Cc1cc(=O)[nH]c(SCC(=O)c2ccc3c(c2)NC(=O)CO3)n1 | . | 100 | ? | . | 18 | 99 | . | 19 | 97* | . | 9
Fc1ccccc1Cc1noc(CN2CCN(c3ccc(Cl)cn3)CC2)n1 | 12 | 113 | 121 | 2 | -18 | 112 | 1 | 2 | -64 | 0.1 | 7

(next part)
SMILES | GSH fluor | RGS4-Gao reg | RGS7-Gao reg | ABCG2 inh | Mcl1-Noxa inh | RGS8-Gao reg | Bim-Mcl-1 | Pf gametocyte | Mcl1-Bid inh | ABCB1 block | Avidin bead fluor
CC1=C(C(=O)N2CCCCC2)C(c2cccs2)NC(=O)N1 (stereo unspecified) | 28 | 103 | 99 | 32 | 0 | 100 | -7 | . | -6 | 1.6 | 37
Cc1ccc(CCNC(=O)C2CCC(CNc3c(N4CCC(C)CC4)c(=O)c3=O)CC2)cc1 (stereo unspecified) | 13 | 98 | 97 | 1 | 14 | 95 | -4 | . | -9 | 0.4 | 4
Cc1ccc(C(=O)N2CCN3C(=O)c4ccccc4C23c2ccc(Cl)cc2)cc1 (stereo unspecified) | 21 | 103 | 102 | 2 | 15 | 100 | -3 | -5 | -3 | 1.5 | 14
CC(=O)C1C(c2ccc(Br)cc2)C2C(C)=NN=C2CC1(C)O (stereo unspecified) | 12 | 89 | 95 | 11 | -1 | 96 | -5 | -9 | -2 | 0.7 | 10
CCN(CC)C(=S)Oc1c(Cl)cccc1Cl | . | 100 | ? | . | 10 | 98 | . | -2 | -17 | . | 8
CCN(CC)S(=O)(=O)c1ccc(OC)c(NC(=S)Nc2cccc(C)c2C)c1 | 7 | 96 | 94 | 22 | 19 | 93 | -1 | 3 | -38 | 1.5 | 8
O=C(O)C1C2C=CC(C2)C1C(=O)Nc1ccc2c(c1)OCCO2 (stereo unspecified) | 25 | 99 | 101 | 0 | 26 | 101 | -6 | . | 23 | -0.1 | 15
O=C(O)c1c(F)c(F)c(F)c(F)c1-c1ccc(Cl)cc1 | 6 | 100 | 102 | 2 | -8 | 99 | 2 | 4 | -9 | 0.4 | 6
O=C(CNC(=O)c1ccco1)OCC(=O)c1ccc2c(c1)CCCC2 | 7 | 102 | 99 | 0 | 7 | 103 | 0 | 7 | -11 | 0.1 | 11

Bioassay records: PubChem, several laboratories
